Source: PubChem (National Center for Advancing Translational Sciences (NCATS))
TRHR PAM = allosteric enhancers of human TRH receptor; P34981; TRHR cells, fluo-8 calcium fluorescence, EC20 TRH enhancement; enhancement, % at 2 µM; hit rate 0.66% among 360,000; in the data active = enhancement above about 30%; note: 0% is about no effect
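TRHR-expressing cells loaded with fluo-8 calcium dye were read kinetically (ex 480/em 530) during compound addition, then stimulated with an EC20 of TRH (10 nM final). Enhancement of the Gq-mediated intracellular calcium response was scored.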
USP1-UAF1 inh = USP1/UAF1 (human) deubiquitinase inhibition | recombinant USP1/UAF1, Ub-Rhodamine cleavage fluorescence | hit rate 0.23% among 390,000 | Potency, µM (titrated, usually from 57.1 µM), for the others: top-dose activity change, negative = inhibition, hits mostly inhibitors; note: potency is the fitted concentration of half-maximal effect; % is set by controls: 0 for no effect and ±100 for the full control effect; nearly all actives have a fitted effect of over 60% in size; inactives centre near -12
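USP1/UAF1 complex at 1 nM was preincubated with compound for 15 min at room temperature, then Ub-Rho substrate (150nM final) was added. Fluorescence (480/540 nm) was read kinetically, 6 reads every 60 seconds.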
TrxR1 substrate = rat thioredoxin reductase 1 substrate activity | O89049 | purified TrxR1 substrate turnover, NADPH consumption readout | Potency, µM (doses to about 114 µM), without a hit: at the highest dose activity change, negative = substrate turnover | hit rate 0.01% among 390,000; note: potency is the fitted concentration of half-maximal effect; % is set by controls: 0 for no effect and ±100 for the full control effect; nearly all actives have a fitted effect of over 50% in size
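Rat TrxR1, dispensed at 90 nM, was prereduced with 400 uM NADPH (final) for 5 min at ~22 deg C, then incubated with compound 15 min before 400 uM selenite. A first-read NADPH fluorescence drop versus no-compound background flagged substrates.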
TrxR1 inh = blocks rat thioredoxin reductase 1. hit rate 1% among 390,000. recombinant rTrxR1, NADPH fluorescence consumption, selenite substrate. Potency, µM (titrated, usually from 114 µM), without a hit: at the top dose activity change, negative = inhibition, hits mostly inhibitors. O89049; note: potency is the fitted concentration of half-maximal effect; % is set by controls: 0 for no effect and ±100 for the full control effect; nearly all actives have a fitted effect of over 65% in size
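Rat TrxR1 (90 nM in the dispensed reagent) was pre-reduced with 400 uM NADPH for 5 min at room temperature, then incubated with compound for 15 min. After 400 uM selenite was added, NADPH fluorescence (Ex 340/Em 450 nm) was followed for 8 min.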
PI4K2A block = inhibitors of human PI4K2A; purified PI4K2A, ADP-Glo luminescence, 1 h; active compounds read low; activity change, negative = inhibition, % at 76.9 µM; hit rate 0.13% among 420,000; in the data active = activity change below about -50%;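 note: -100% = wells without enzyme as full effect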
Target sequence (Q9BTU6 whole entry, looked up): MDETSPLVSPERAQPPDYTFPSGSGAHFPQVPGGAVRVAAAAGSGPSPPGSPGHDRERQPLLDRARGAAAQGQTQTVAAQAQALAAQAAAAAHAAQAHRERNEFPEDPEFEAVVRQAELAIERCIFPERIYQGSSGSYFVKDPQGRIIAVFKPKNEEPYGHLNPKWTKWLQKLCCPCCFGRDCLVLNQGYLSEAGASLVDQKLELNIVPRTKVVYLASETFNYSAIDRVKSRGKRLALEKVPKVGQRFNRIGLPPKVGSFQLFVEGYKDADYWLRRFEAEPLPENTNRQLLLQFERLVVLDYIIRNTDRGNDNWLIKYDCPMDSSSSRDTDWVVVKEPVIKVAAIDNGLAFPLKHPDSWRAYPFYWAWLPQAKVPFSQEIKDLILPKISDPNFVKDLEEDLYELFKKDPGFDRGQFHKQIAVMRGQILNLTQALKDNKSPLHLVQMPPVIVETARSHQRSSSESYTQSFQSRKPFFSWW
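ADP-Glo luminescence measured ADP generated by PI4K2A enzyme (4 ug/mL before mixing) with 1.2 mM PI substrate (pre-mix) and 300 microM ATP (pre-mix). Tris pH7.5 buffer with MgCl2, Triton X-100; 1 h reaction at ambient temperature.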
D2 antag = antagonists of human D2 dopamine receptor. P14416. HEK293 TREx D2 cells, calcium flux, dopamine EC80. inhibition, % at 10 µM. hit rate 2% among 340,000. AID 485344; in the data active = inhibition above about 30%; note: 0% is about no effect
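Tetracycline-induced HEK293 TREx cells expressing D2 receptor forced-coupled to calcium signalling, loaded with no-wash calcium dye. Compounds added and calcium flux read 180 s, then dopamine added at EC80 and read a further 180 s.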
TRHR agonist = agonists of human TRH receptor; AID 493084; activation, % at 2 µM; P34981; hit rate 0.18% among 360,000; TRHR cells, calcium flux fluo-8, FDSS agonist mode; in the data active = activation above about 30%; note: 0% is about no effect
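Fluo-8-loaded TRHR cells; 10 s baseline, compound added, kinetic Ca2+ fluorescence read 1/s, agonist mode.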
mIDH1 inhibitor = human IDH1 R132H inhibition. O75874. IDH1-R132H enzyme, NADPH consumption, diaphorase/resazurin fluorescence. Potency, µM (doses to about 76.6 µM), for the others: top-dose activity change, negative = inhibition, usual class: inhibitors. hit rate 0.093% among 390,000; note: potency is the fitted concentration of half-maximal effect; % is set by controls: 0 for no effect and ±100 for the full control effect; nearly all actives have a fitted effect of over 65% in size
Target sequence (O75874 whole entry R132H, stated change not applied): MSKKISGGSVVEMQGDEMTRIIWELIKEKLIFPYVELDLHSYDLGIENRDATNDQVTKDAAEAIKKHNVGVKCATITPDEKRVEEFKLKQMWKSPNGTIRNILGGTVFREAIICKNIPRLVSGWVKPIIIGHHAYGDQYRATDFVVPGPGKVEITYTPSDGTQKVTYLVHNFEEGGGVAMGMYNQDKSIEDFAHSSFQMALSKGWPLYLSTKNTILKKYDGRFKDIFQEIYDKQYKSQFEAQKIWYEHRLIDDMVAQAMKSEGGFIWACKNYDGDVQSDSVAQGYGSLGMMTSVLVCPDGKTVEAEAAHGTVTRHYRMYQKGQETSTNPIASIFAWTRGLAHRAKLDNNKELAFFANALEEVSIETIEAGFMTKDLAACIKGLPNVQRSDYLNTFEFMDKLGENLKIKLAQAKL
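IDH1-R132H (0.5 ug/mL dispensed) in pH 7.5 Tris buffer was preincubated 30 min with compound, then given a substrate mix of 0.016 mM NADPH and 2 mM alpha-KG for 80 min at room temperature; remaining NADPH was read by diaphorase/resazurin fluorescence.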
D2 agonist = activates the human D2 dopamine receptor; HEK293 T-REx D2 cells, calcium flux agonist mode; hit rate 0.53% among 340,000; activation, % at 2 µM;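 active = activation over 3 SD above normal in the single-dose calcium agonist read, cut at about 30% in these data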; note: 0% is about no effect
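HEK293 Trex D2 cells, tetracycline-induced, o/n 30 C 5% CO2; no-wash Ca dye, RT 30–90 min; 10-cycle baseline, 23 nl cpd added, kinetic Ca read 180 s; agonist hits = positive Ca response.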
Starred values were filed as active, the others as inactive; nt = no result given; & = joins results of further samples; [ ] = dose if it differs, or a comment. Unless noted, calls come from the whole dose curve; as a rule, active = well fitted inhibition curve with a large enough effect; inconclusive = small, poorly fitted or top-dose-only effect; inactive = no such curve, though single readings can be large or run the other way.

| Compound | TRHR PAM | USP1-UAF1 inh | TrxR1 substrate | TrxR1 inh | PI4K2A block | D2 antag | TRHR agonist | mIDH1 inhibitor | D2 agonist |
| --- | --- | --- | --- | --- | --- | --- | --- | --- | --- |
| CN(Cc1ccc(Cl)cc1Cl)C(=O)CCNC(=O)c1ccco1 | -1 | -18% | 4% | -7% | -2 | nt | -0.4 | 4% | nt |
| CS(=O)(=O)c1ccc(Cl)c(S(=O)(=O)NCc2ccccc2)c1 | -3 | 2% | 5% | 16% | 6 | 35* | 0.1 | 1% | 0.7 |
| O=c1cc(-c2ccccc2)n2c(SCc3ccccc3Cl)nnc2[nH]1 | 7 | -19% | 11%[57.1 µM] | 15%[57.1 µM] | 1 | nt | 0.0 | 26% | 0.7 |
| CCOC(=O)c1cccc(NC(=O)CN(c2ccc(OC)cc2)S(=O)(=O)c2c(C)noc2C)c1 | -7 | -13% | -3% | 9% | 6 | -3 | -0.4 | -2% | 2.2 |
| Cc1ccc(SCCC(=O)Nc2ccccc2Br)cc1 | -2 | -27% | 5% | 24% | -3 | -15 | 1.1 | -2% | -0.1 |
| CCC1(CC)C(=O)C2=C3C1[C@H](C(=O)OC)C=C(C(=O)OC)C[C@H]3[C@H]1C(=O)N(CC(=O)OC)C(=O)[C@H]1[C@H]2C (stereo not given in full) | nt | -18% | 6%&-8% | 8%&-12% | 4 | nt | nt | -12% | nt |
| O=C(Nc1ccc(C(=O)N2CCOCC2)cc1)Nc1cccc(Cl)c1 | 2 | -6% | -10% | -10% | -4 | -6 | 0.8 | 7% | 3.1 |
| O=C(Cn1cc(COc2c(F)c(F)c(Br)c(F)c2F)nn1)c1ccc(O)cc1 | nt | -27% | -2% | 22% | 7 | nt | nt | -6% | nt |
| O=C(CCSc1nc2cc(Cl)ccc2o1)N1CCOCC1 | 3 | 1% | -3% | 13% | 2 | -12 | -0.1 | -3% | -0.9 |
| CCOC(=O)c1[nH]c(C)c(/C(O)=C2\C(=O)C(=O)N(CCCN(C)C)C2c2ccncc2)c1C (stereo not given) | 8 | nt | nt | nt | nt | -6 | 0.1 | nt | -0.9 |
| C=CCn1c(SC(C)C(=O)c2c(N)n(C)c(=O)n(C)c2=O)nnc1-c1ccoc1C (stereo not given) | -3 | -18% | 2% | 9% | 2 | -7 | -0.4 | -3% | 32* |
| Cc1cccc(NC(=O)COc2coc(CN3CCc4ccccc4C3)cc2=O)c1 | 12 | 0% | -6% | -3% | 7 | 1 | -0.9 | -5% | 0.1 |
| COc1ccc(N(CC(=O)N/N=C/c2cccnc2)S(=O)(=O)c2ccccc2)c(OC)c1 | -2 | -15% | -9% | -7% | 0 | 6 | -0.4 | 5% | 0.0 |
| Oc1ccc(C=NC2CCCCC2)cc1 | 7 | -5% | 11%[57.1 µM] | 13%[57.1 µM] | -4 | 3 | -0.5 | 11% | -0.9 |
| CN1CCN(S(=O)(=O)c2cccc(C(=O)N(C)CC(=O)Nc3ccc(F)c(F)c3F)c2)CC1 | 6 | -25% | 4% | 7% | 5 | -5 | 0.2 | 12% | 0.1 |
| CC(=O)Nc1ccc(N2C(=O)CSC2c2ccccc2[N+](=O)[O-])cc1 (stereo not given) | -1 | 0% | 5%[57.1 µM] | -7% | 0 | 0 | 0.1 | 0% | 0.3 |
| CCOC(=O)c1sc(NC(=O)COc2ccc3c(c2)OCO3)nc1C | 0 | -9% | 3% | 20% | -1 | -16 | 0.4 | 1% | -0.1 |
| COc1cccc(/C=N/NC(=O)c2cccc([N+](=O)[O-])c2)c1OS(=O)(=O)c1ccccc1 | -3 | -19% | 4% | 15% | 3 | -7 | 0.8 | 4% | -0.2 |
| CN(C)C(=O)Nc1cnc2ccccc2c1 | 0 | 4% | -4%[11.4 µM] | -40%[57.1 µM] | -2 | -7 | 0.3 | 4% | 0.4 |
| CS(=O)(=O)N(CC(=O)N1CCc2ccccc2C1)c1cccc(F)c1 | 1 | -17% | -7% | -6% | -3 | 12 | 1.3 | 10% | -0.8 |
| CC(C)Oc1ccc(CNC(=O)CCCN2C(=O)C(c3ccccc3)Oc3cccnc32)cc1 (stereo not given) | 25 | -11% | -7% | -14% | 0 | -5 | 0.5 | 7% | 0.3 |
| Cc1coc2c1c(C)cc1oc(=O)c(CC(=O)N[C@@H](C)C(=O)O)c(C)c12 | 6 | -5% | 77%[activator] | 32% | -3 | -18 | -0.1 | 5% | -0.3 |
| CC(C)c1ccc(NC(=O)C2CCN(C(=O)c3ccc(F)cc3)CC2)cc1 | -1 | -11% | -1% | 11% | 0 | nt | -0.3 | -10% | -1.1 |
| CCC(CC)c1nnc(NC(=O)CS(=O)(=O)c2ccccc2)s1 | 0 | -18% | -1% | 0% | -1 | 6 | -0.8 | 3% | -0.3 |
| C=CCn1c(NS(=O)(=O)c2ccccc2)c(S(=O)(=O)c2ccc(C)cc2)c2nc3ccccc3nc21 | 10 | 28µM* | 925%[activator] | -102% | -30 | 3 | -0.4 | -1% | -0.4 |
| Cc1c(Cl)cccc1NC(=O)Cn1nc(C(F)(F)F)c2c1CCC2 | 1 | -20% | 0% | 21% | -5 | nt | -0.1 | -4% | -0.5 |
| CC(=O)c1ccc(OCC(O)CN2CCN(Cc3ccccc3)CC2)cc1 (stereo not given) | -1 | -20% | -1% | 17% | -3 | 17 | 0.8 | 5% | 8.8 |
| O=C(NCc1nnc(SCC(=O)N2CCCCCC2)o1)c1ccc(F)cc1 | -4 | -12% | 2% | 20% | -3 | nt | 0.2 | 6% | nt |
| COc1cc(/C=C/C(=O)OCC(=O)NCCN2C(=O)CSC2=O)ccc1OC(F)F | -5 | -16% | 4% | 7% | -1 | 1 | 0.7 | 9% | -0.6 |
| O=c1c(-c2nc3ccccc3s2)cccn1Cc1ccccc1 | nt | -16% | 438%[activator] | 175%[activator] | -6 | nt | nt | 2% | nt |

Reprinted from the part before: three entries; new compounds follow.
| Compound | TRHR PAM | USP1-UAF1 inh | TrxR1 substrate | TrxR1 inh | PI4K2A block | D2 antag | TRHR agonist | mIDH1 inhibitor | D2 agonist |
| --- | --- | --- | --- | --- | --- | --- | --- | --- | --- |
| O=C(NCc1nnc(SCC(=O)N2CCCCCC2)o1)c1ccc(F)cc1 | -4 | -12% | 2% | 20% | -3 | nt | 0.2 | 6% | nt |
| COc1cc(/C=C/C(=O)OCC(=O)NCCN2C(=O)CSC2=O)ccc1OC(F)F | -5 | -16% | 4% | 7% | -1 | 1 | 0.7 | 9% | -0.6 |
| O=c1c(-c2nc3ccccc3s2)cccn1Cc1ccccc1 | nt | -16% | 438%[activator] | 175%[activator] | -6 | nt | nt | 2% | nt |
| COc1cc(NC(=O)CN2CCN(S(=O)(=O)/C=C/c3ccccc3)CC2)cc(OC)c1OC | -4 | -11% | -6% | 22% | -2 | -12 | -0.9 | -3% | 0.1 |
| COc1ccc(/C=N\NC(=O)c2cccc(Br)c2)c(OC)c1 | 6 | -5% | 16%[57.1 µM] | 42%[activator][57.1 µM] | -6 | -6 | 0.2 | 1% | -0.1 |
| COc1ccc(N2N=NN(C(C)C)C2=C(Cl)c2nnnn2-c2ccc(OC)cc2)cc1 | nt | -19% | -7%[11.4 µM] | -68%[57.1 µM] | -1 | nt | nt | 3% | nt |
| Nc1nonc1-n1nnc(C(=O)N/N=C/c2cccc(F)c2)c1-c1ccccc1 | 23 | 1% | 7%[0.0914 µM] | 10%[57.1 µM] | -2 | -19 | 0.1 | 25% | 1.4 |
| CCCn1cnc2scc(-c3ccc(OC)cc3)c2c1=O | -8 | -13% | 7%[2.29 µM] | 17%[57.1 µM] | -1 | 0 | -1.6 | 7% | -0.6 |
| CCOC(=O)c1c(Cl)c(C)nn1-c1nc(OC)cc(OC)n1 | 2 | 1% | -9% | -6% | 2 | -15 | -0.1 | 4% | 0.3 |
| O=C(Cc1ccc([N+](=O)[O-])cc1)Nc1cccc(C(=O)N2CCCC2)c1 | nt | -10% | -7% | 13% | 5 | nt | nt | -7% | nt |
| O=C(CCCn1c(=S)[nH]c2cc3c(cc2c1=O)OCO3)N1CCN(c2ccccc2F)CC1 | 2 | -12% | -2% | -1% | 3 | 16 | -0.9 | -1% | 0.7 |
| CCCCCn1c(=O)[nH]c2cc(C(=O)NCCc3ccc(OC)c(OC)c3)ccc2c1=O | -1 | -17% | 12% | 24% | 0 | 3 | 0.7 | 0% | 0.5 |
| CC(C)(C)C1CCc2onc(C(=O)Nc3ccc4c(c3)OCO4)c2C1 (stereo not given) | 0 | -6% | -1% | 0% | 3 | 6 | 0.3 | -10% | -0.4 |
| CCC(=O)N1N=C(c2ccc(C)cc2)CC1c1ccco1 (stereo not given) | 3 | -22% | 8% | 16% | 12 | 7 | -2.4 | 5% | -2.0 |
| Cc1nc(SCC(=O)NC2CCCCC2C)c(C#N)c(C)c1C (stereo not given) | 2 | -1% | 0% | 8% | 5 | -3 | -0.9 | 1% | -0.3 |
| Cc1nc(CS(=O)(=O)c2ccccc2)cc(N2CCN(c3ccccc3F)CC2)n1 | -6 | -18% | -3% | 5%[57.1 µM] | -21 | nt | -0.4 | 16% | nt |
| CN(C)/C=C(\C#N)S(=O)(=O)C(C)(C)C | 6 | -13% | 17%[57.1 µM] | 31%[57.1 µM] | 6 | 1 | 0.8 | 10% | 0.4 |
| C=C1c2cc(C)ccc2NC(=O)N1c1ccc(C)cc1 | 9 | 7% | 14%[57.1 µM] | -12%[57.1 µM] | -2 | 3 | -0.9 | -7% | -0.5 |
| CC(C)(C)c1ccc(C(=O)NCC(=O)N2CCCC2)cc1 | 5 | -18% | 6% | 19% | -21 | 16 | 1.2 | 10% | -0.1 |
| Cc1ccc(N2CCN(S(=O)(=O)c3nnc(NC(=O)c4ccccc4)s3)CC2)cc1 | -2&2 | -24%&-10% | -2%[57.1 µM] | 15%[57.1 µM] | -4&1 | -2 | -0.1&0.2 | 17%&5% | -0.3&-0.6 |
| CC(C)CCNC(=O)C1CCC(CNS(=O)(=O)c2ccc(Cl)cc2)CC1 (stereo not given) | -3 | -9% | 4% | 13% | -5 | 34* | -1.9 | 2% | -2.7 |
